Source: PubChem BioAssay (several laboratories)
Rab2A wt mod = changes GTP binding to wildtype dog Rab2A, up or down. P61105. GST-Rab2 wt beads, Bodipy-GTP binding, flow cytometry. GTP binding activity, % at 10 µM. actives 0.19% (n = 190,000). AID 760;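 active = GTP binding activity at least 20 points away from 100%, either lowered or raised; inconclusive = signal likely due to the compound's own green fluorescence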;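 also: 0% = beads with excess unlabeled GTP and 100% = no-compound control corrected for plate trend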
Mcl1 Noxa PPI = Mcl-1/Noxa interaction inhibition. Q07820. TR-FRET Mcl-1/Noxa peptide binding, 2 h. inhibition, % at 21.7 µM. actives 1.5% (n = 220,000). AID 1022;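 active = compounds that cut the protein-peptide binding signal by more than 50% relative to plate controls in a single-dose test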;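 also: His-tagged Mcl-1 with rhodamine Noxa BH3 peptide and terbium anti-His antibody; 0% = Mcl-1 plus Noxa peptide wells and 100% = peptide-only wells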
Target sequence (Q07820 whole entry, looked up): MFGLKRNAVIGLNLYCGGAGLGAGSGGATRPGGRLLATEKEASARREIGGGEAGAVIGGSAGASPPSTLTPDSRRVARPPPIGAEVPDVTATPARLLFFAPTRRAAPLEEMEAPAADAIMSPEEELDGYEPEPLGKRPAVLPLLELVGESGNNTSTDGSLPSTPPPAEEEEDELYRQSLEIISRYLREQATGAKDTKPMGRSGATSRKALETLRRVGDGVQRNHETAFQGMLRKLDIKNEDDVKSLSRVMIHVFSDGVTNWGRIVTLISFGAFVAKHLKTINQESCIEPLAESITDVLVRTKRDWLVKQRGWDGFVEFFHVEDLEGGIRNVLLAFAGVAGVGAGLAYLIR
Rac1 wt GTP bind = modulators of human Rac1 wildtype GTP binding; GST-Rac1 beads, fluorescent GTP binding, flow cytometry; actives lie on both sides; 0 = cold GTP competed, 100 = untreated; GTP binding activity (% of control), % at 10 µM; actives 0.27% (n = 190,000); AID 757;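 active = GTP binding activity at least 20 points away from the 100% control level, either lower or higher; inconclusive = compound flagged as likely green fluorescent, judged across all proteins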
Rab7 wt GTP bind = dog Rab7 wildtype GTP binding, inhibitors and activators; actives 0.055% (n = 190,000); GTP binding activity (percent of control), % at 10 µM; GST-Rab7 beads, fluorescent GTP binding, flow cytometry; actives lie on both sides; untreated = 100%, excess cold GTP = 0%;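 active = fluorescent GTP binding to Rab7 beads changed by at least 20 points from the 100% baseline, either direction, mostly lower; inconclusive = compound itself probably fluorescent, or too few beads counted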;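 also: median green fluorescence of bound Bodipy-FL-GTP per Rab7 bead population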
Mcl1-Bid inh = disrupts binding of human Mcl-1 to Bid peptide | TR-FRET Mcl-1/Bid-Dy647 peptide binding, 1536-well | inhibition, % at 21.7 µM | actives 0.97% (n = 220,000);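 active = compounds that cut the binding signal by more than half at the single screening dose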;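 also: His-tagged Mcl-1 with europium anti-His antibody binding Bid BH3 peptide; 0% = Mcl-1 plus peptide wells and 100% = peptide-only wells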
HRas wt GTP = changes GTP binding to wildtype human HRas. P01112. GST-Ras wt beads, Bodipy-FL-GTP binding, flow cytometry; actives lie on both sides. GTP binding activity, % at 10 µM. actives 0.14% (n = 190,000). AID 759;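 active = GTP binding activity at least 20% away from the 100% baseline, either lowered as inhibitor or raised as activator; inconclusive = flagged as likely green fluorescent, judged across all proteins in the well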;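 also: 0% = unlabeled GTP competition control and 100% = no-compound control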
Target sequence (P01112 whole entry, looked up): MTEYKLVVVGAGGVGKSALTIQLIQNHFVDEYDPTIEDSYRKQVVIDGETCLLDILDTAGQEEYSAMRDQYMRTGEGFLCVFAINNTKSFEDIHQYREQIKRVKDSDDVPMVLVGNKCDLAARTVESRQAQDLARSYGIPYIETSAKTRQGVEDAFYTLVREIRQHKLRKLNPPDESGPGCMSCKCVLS
Cdc42 wt = human Cdc42 wildtype GTP binding change, either direction; actives 0.2% (n = 190,000); AID 761; P60953; GST-Cdc42 beads, Bodipy-GTP binding, flow cytometry; actives lie on both sides; percent activity (GTP binding), % at 10 µM;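 active = percent activity GTP binding at least 20 points away from the 100% baseline, either down as inhibitor or up as activator; inconclusive = compound flagged as likely green fluorescent from well-wide comparison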;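 also: median bead fluorescence of bound Bodipy-FL-GTP at 100 nM; 0% = excess unlabeled GTP control and 100% = no compound control; below 100% means less GTP binding so inhibitor and above means activator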
Target sequence (P60953 whole entry, looked up): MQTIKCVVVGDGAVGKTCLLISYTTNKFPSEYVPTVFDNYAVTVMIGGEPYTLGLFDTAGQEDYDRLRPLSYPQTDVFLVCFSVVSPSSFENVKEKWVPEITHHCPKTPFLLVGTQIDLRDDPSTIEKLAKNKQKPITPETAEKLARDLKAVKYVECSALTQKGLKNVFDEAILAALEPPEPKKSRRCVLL
Rac1 mut GTP = modulators of GTP binding to human Rac1 activated mutant | percent activity (GTP binding), % at 10 µM | actives 0.11% (n = 190,000) | P63000 | GST-Rac1 activated beads, fluorescent GTP binding, flow cytometry; actives lie on both sides; 100% means binding = to untreated wells | AID 764;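 active = GTP binding at least 20 percentage points away from the 100% baseline, in either direction, so actives lie on both sides; inconclusive = Compound likely fluorescent itself, or too few beads counted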
Bim-Mcl-1 = human Bim-Mcl-1 interaction inhibition | Bead-based flow cytometry, Bim peptide-Mcl-1 binding | inhibition, % at 10 µM | actives 0.1% (n = 190,000) | AID 1009; in the data active = inhibition above about 40%;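 also: 0% = no compound tracer wells and 100% = peptide blocker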
RGS8-Gao reg = regulators of human RGS8-Galphao interaction. response (percent of control binding), % at 10 µM. multiplexed bead flow cytometry, RGS8-Galphao binding; actives lie on both sides. P09471. AID 1423. actives 0.34% (n = 220,000); in the data active = response below about 60% or above about 140%; inactive = in between;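 also: Galphao activated as the GDP aluminium fluoride complex binding bead-coupled RGS8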
Target sequence (P09471 whole entry, looked up): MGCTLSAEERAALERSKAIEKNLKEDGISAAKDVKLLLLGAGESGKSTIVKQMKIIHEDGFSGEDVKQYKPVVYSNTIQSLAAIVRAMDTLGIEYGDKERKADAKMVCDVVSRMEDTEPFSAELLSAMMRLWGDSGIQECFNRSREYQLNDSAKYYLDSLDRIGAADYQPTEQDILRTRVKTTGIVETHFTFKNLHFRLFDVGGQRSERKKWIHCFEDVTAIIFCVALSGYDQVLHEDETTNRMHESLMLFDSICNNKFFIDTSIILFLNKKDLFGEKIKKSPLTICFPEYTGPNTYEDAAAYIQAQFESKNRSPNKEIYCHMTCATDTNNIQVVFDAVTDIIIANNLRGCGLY
Pf gamet viab = inhibitors of late stage P. falciparum gametocyte viability | P. falciparum stage V gametocytes, ATP luminescence, 24 h | inhibition, % at 10.9 µM | actives 0.065% (n = 150,000);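 active = inhibition above the mean plus 3 SD of compounds within the control limits, set per campaign, cut at about 38% in these data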;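 also: 0% = DMSO wells and 100% = medium only without gametocytes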
Numbers without * were called inactive; ? = inconclusive; · = not tested or not shown.

SMILES	Rab2A wt mod	Mcl1 Noxa PPI	Rac1 wt GTP bind	Rab7 wt GTP bind	Mcl1-Bid inh	HRas wt GTP	Cdc42 wt	Rac1 mut GTP	Bim-Mcl-1	RGS8-Gao reg	Pf gamet viab
C=CCN(C(=O)CCC(=O)O)C1CC(=O)N(c2ccc(OC)cc2)C1=O (stereo not given)	97	2	97	98	-10	96	95	97	0	95	·
Cc1ccc(OCCCC(=O)N2CCOCC2)cc1	104	-7	103	95	-8	102	106	102	-2	103	-6
CCOC(=O)N1CCN(Cc2nc(-c3cccc(Cl)c3)no2)CC1	99	7	97	92	-43	98	101	96	0	99	12
Cc1cc(=O)[nH]c(SCC(=O)N2CCC(Cc3ccccc3)CC2)n1	93	16	94	100	-6	92	89	90	0	100	3
COc1ccc(O)c(C2=Nc3ccccc3N=C(c3cccs3)C2)c1	100	7	101	102	-25	101	97	99	-1	103	25
C/C(Cn1cnc([N+](=O)[O-])n1)=N\NC(=O)c1ccc(O)cc1O	98	25	103	102	-43	99	95	98	1	103	-6
Cc1nnc(SC(C)C(=O)Nc2ccc(S(=O)(=O)N3CCCCCC3)cc2)s1 (stereo not given)	97	2	97	96	6	99	100	94	-2	102	7
Cc1cccc(NC(=O)C(=O)NCCc2c[nH]c3ccccc23)c1C	95	15	91	96	-45	90	95	92	1	100	6
CCC(=O)Nc1ccc(SC#N)cc1C	100	12	99	97	-25	99	100	98	0	101	·
COc1ccc(CNC(=O)COc2ccc([N+](=O)[O-])cc2)cc1	100	5	102	97	-8	98	95	98	-4	93	-14
COc1ccc(Cc2nnc(SCC(=O)c3ccc(OC)cc3)o2)cc1	97	-3	102	97	-1	98	97	96	-2	105	·
CCOC(=O)c1c(C)[nH]c(C=Nc2ccccc2)c1O	99	13	99	101	-6	100	100	96	2	98	·
CC(OC(=O)c1ccc(Cl)c(S(=O)(=O)N2CCc3ccccc32)c1)C(=O)Nc1ncc(Cl)cc1Cl (stereo not given)	96	0	97	96	-12	94	95	96	-9	100	·
O=C(CSc1nc(-c2ccccc2)cs1)Nc1nccs1	98	28	96	97	4	94	98	96	4	100	-68
C#Cc1ccc([C@H]2C=C(C(=O)OCC=C)O[C@@H](OCC)[C@@H]2CCCO)cc1	98	-2	100	101	3	98	98	98	-4	104	7
CN=C1S/C(=C\c2ccc(Sc3ccc(Cl)cc3)o2)C(=O)N1C	97	-15	99	96	-31	97	96	96	-1	95	·
CCCCCCn1c(=O)c(-c2ccccc2)c(O)c2ccccc21	99	17	103	96	8	98	99	97	-3	102	6
COc1nc(Nc2ccc(OC)c(Cl)c2)nc(OC)n1	101	6	102	107	-32	103	99	98	-5	106	9
Cc1cc(Nc2ccc(Cl)cc2)n2nnnc2n1	101	9	102	100	4	102	102	99	0	98	28
O=C(COC(=O)c1ccncc1)c1ccc(Cl)c(Cl)c1	98	7	102	104	-10	99	95	97	-3	102	-6
CC1=C2C(CCS2(=O)=O)CC2(C1)C(=O)OC(C)(C)OC2=O (stereo not given)	97	24	98	96	-11	98	99	97	66*	93	·
O=C(Nc1nc(-c2cccnc2)cs1)c1ccccc1[N+](=O)[O-]	99	15	99	101	-6	102	99	95	-4	101	-24
C=CCN1C(=O)CN=C1Nc1cccc(C)c1	100	24	105	97	13	100	101	104	-2	103	·
CCN(Cc1ccncc1)C(=O)c1cccc(S(=O)(=O)N2CCOCC2)c1	97	-11	97	99	-7	97	100	95	0	105	·
COc1ccc(N2CCC(CNS(=O)(=O)c3cccc(C(F)(F)F)c3)C2)cc1 (stereo not given)	100	80*	96	98	6	98	97	98	0	102	·
CCN(CC)C(=O)C(Sc1ccccc1)c1ccccc1 (stereo not given)	98	7	98	96	11	102	102	96	-2	105	-13
CCOC(=O)CC(NC(C)=O)c1ccc([N+](=O)[O-])cc1 (stereo not given)	96	9	98	99	-21	96	93	95	0	105	9
O=C(O)CCC(=O)NNC(=O)COc1cccc(Cl)c1	99	18	98	104	-26	98	98	95	0	100	3
O=C(c1ccc(S(=O)(=O)N2CCCCC2)cc1)N1CCN=C1SCc1cccnc1	102	24	107	101	-17	104	104	101	-1	100	·
O=C(OCC(=O)N1CCN(C(=O)c2ccco2)CC1)c1ccccc1OCc1ccc(Cl)cc1	98	26	99	96	1	99	100	98	1	116	·
CC12CCC(O)CC1=CCC1C2CCC2(C)C1CCC21CCC(=O)O1 (stereo not given)	98	-8	103	102	-11	98	102	98	-4	103	4
Cc1cccc(C)c1NC(=O)/C(C#N)=C/c1ccsc1	101	13	107	102	14	101	104	101	-4	102	-12
Cn1c(N)c(C(=O)COC(=O)C2CC(=O)N(Cc3ccccc3)C2)c(=O)n(C)c1=O (stereo not given)	96	-19	96	94	-8	96	96	97	0	99	4
CC(C)(C)OC(=O)C(C)(C)O/N=C(\C(=O)O)c1csc(N)n1	98	15	94	95	-3	94	97	97	0	105	-9
CCOC(=O)CNC(=O)c1c(C)nn(-c2ccccc2)c1Cl	102	9	104	99	-12	103	103	100	0	101	-3
Fc1ccc(NC(=S)NCCN2CCOCC2)c(F)c1F	96	-2	95	92	-21	95	97	94	-4	101	·
Cc1ccc(-n2c3c(cc(C(=O)NC4CCSC4=O)c2=O)C(=O)CCC3)cc1 (stereo not given)	97	8	96	96	12	98	100	97	0	100	·
O=C(Oc1c(Cl)cc(Cl)c2cccnc12)c1cccs1	96	-1	98	100	-23	99	98	97	-4	100	-14
CCC(=O)N=c1sc2cc([N+](=O)[O-])ccc2n1CCOC	97	13	102	100	2	99	99	102	1	88	-11
Cc1cccc(NC(=O)CSc2ccc(-c3ccc4c(c3)OCO4)nn2)c1C	101	-2	104	103	-62	101	102	100	-2	99	14
CC1CN(Cc2ccc(C#N)cc2Cl)CC(C)O1 (stereo not given)	102	18	102	104	19	99	101	98	-6	102	·
Cc1ccc(/C=N/NC(=O)Cc2c[nH]c3ccccc23)c(C)c1	94	-6	98	98	-94	97	96	96	2	101	·
CC(=O)Nc1ncc(Cc2ccc(Cl)cc2Cl)s1	100	22	103	103	-1	100	100	98	-4	100	-18
COc1ccc(C(=O)COC(=O)COc2ccc(C)c(C)c2)cc1	94	13	95	97	11	95	96	94	-1	102	17
CCS(=O)(=O)N1CCN(Cc2ccccc2OC)CC1	102	8	106	102	36	103	103	101	1	101	·
Cc1cc2cc(C)c(NCCNC(=O)c3ccccc3Cl)nc2cc1C	?	17	?	?	7	?	?	?	-23	98	8
C=CCn1c(C)csc1=Nc1ccccc1C	98	7	96	102	-37	96	96	97	1	106	·
Cc1cccc(N2CCN(C(=O)C3CCN(S(=O)(=O)c4cnc[nH]4)CC3)CC2)c1C	99	-1	106	98	-43	101	104	99	-2	100	·

2 consecutive entries out of the list so far, quoted:
SMILES	Rab2A wt mod	Mcl1 Noxa PPI	Rac1 wt GTP bind	Rab7 wt GTP bind	Mcl1-Bid inh	HRas wt GTP	Cdc42 wt	Rac1 mut GTP	Bim-Mcl-1	RGS8-Gao reg	Pf gamet viab
Cc1ccc(-n2c3c(cc(C(=O)NC4CCSC4=O)c2=O)C(=O)CCC3)cc1 (stereo not given)	97	8	96	96	12	98	100	97	0	100	·
O=C(Oc1c(Cl)cc(Cl)c2cccnc12)c1cccs1	96	-1	98	100	-23	99	98	97	-4	100	-14

Next records.
SMILES	Rab2A wt mod	Mcl1 Noxa PPI	Rac1 wt GTP bind	Rab7 wt GTP bind	Mcl1-Bid inh	HRas wt GTP	Cdc42 wt	Rac1 mut GTP	Bim-Mcl-1	RGS8-Gao reg	Pf gamet viab
N#Cc1ccc(OCC(O)CS(=O)(=O)c2ccccc2)cc1 (stereo not given)	97	6	100	99	-25	97	97	95	1	104	·
CCOC(=O)CSc1nc(-c2ccccc2)nc2ccc(F)cc12	100	-5	105	98	-15	100	101	98	-3	103	-25
COc1ccc(NC(=O)c2cc3c(-c4ccc(OC)c(OC)c4)nn(C)c3s2)cc1OC	?	1	?	?	-14	?	?	?	0	102	·
CCOC(=O)c1nnn(CC(=O)NC(=O)Nc2ccccc2)c1C(=O)OCC	100	-6	97	96	-4	96	99	94	-1	98	-6
CCn1c(=O)c([N+](=O)[O-])c(NCCc2ccccc2)c2ccccc21	97	4	101	96	-1	99	98	95	1	100	·
O=C(CCSCCC(=O)NCc1cccs1)NCc1cccs1	99	16	98	96	-24	99	100	98	0	102	·
CCn1c(SC(=O)NC2CCCCC2)nnc1-c1cccs1	94	8	99	96	-15	96	94	94	-4	97	1
CC(=O)CCc1c(C)c2cc(C)ccc2[nH]c1=O	99	2	100	99	-35	100	100	99	3	99	8
Cc1cccc(NC(=O)CCN2CC(C)OC(C)C2)c1 (stereo not given)	97	-4	102	96	-8	100	103	98	2	104	·
CCNC(=S)N1CCn2cccc2C1c1ccc(F)cc1 (stereo not given)	101	-1	100	106	-34	102	99	96	-1	98	2
CC1=[N+](C)N(c2ccccc2)C(=O)C1N=Cc1ccccc1Cl (stereo not given)	100	14	103	100	-41	102	102	100	-1	97	7
Cc1cc(C)n(-c2ccc(C(=O)OCC(=O)Nc3ccc(Cl)c(S(=O)(=O)N(C)C)c3)cc2)n1	98	14	96	96	1	99	96	98	-3	99	·
CC(C)CNC(CC(=O)O)c1ccccc1 (stereo not given)	105	11	102	108	-1	100	104	101	-1	99	8
Oc1ccc(-c2nc3ccccn3c2NCc2ccco2)cc1	102	10	102	106	-35	100	102	96	-5	99	·
CCc1nn2cc(-c3ccccc3)nc2s1	101	1	109	101	-20	101	103	98	5	103	·
O=C(CSc1nc(-c2ccccc2)nc2c1Cc1ccccc1O2)Nc1ccc(C(=O)O)cc1	?	27	?	?	88*	?	?	?	-1	101	-3
CCOC(=O)c1cccc(NC(=O)CCc2nc(-c3ccc(C)cc3)no2)c1	101	12	111	102	8	102	103	98	-3	102	0
C/C(=N\NC(=O)Cc1c[nH]c2ccccc12)c1ccc2ccccc2c1	94	6	96	96	-47	94	95	95	0	98	22
CCOC(=O)c1sc(N)c(C(N)=O)c1C	?	-7	?	?	-31	?	?	?	-5	103	4
CCC1Oc2ccc(C)cc2N(CC(=O)NCc2cccs2)C1=O (stereo not given)	98	-5	102	95	-14	98	97	95	-2	99	-11
COc1ccc(NC(=O)C2(c3ccc(NC(=O)c4ccc(C)cc4)cc3)CCCC2)cc1	104	-22	114	100	-4	103	105	103	0	102	·
Cc1nn(Cc2ccccc2)c(C)c1NC(=O)c1noc2c1CCc1ccccc1-2	104	9	107	98	-13	100	104	101	-3	87	·
CC(C)c1cc(CN2CCN(Cc3ccc(F)c(F)c3)C(CCO)C2)[nH]n1 (stereo not given)	97	12	102	103	3	100	98	97	-2	103	9

Compounds were not picked by outcome; overall some 2.9% were active at least once.
